# Source: PubChem (The Scripps Research Institute Molecular Screening Center)
# OXTR potentiator: human OXTR potentiators, primary screen, fluorescence, CHO-OTR cells, Fluo-8 calcium; Oxytocin receptor (Homo sapiens), P30559; Fluo-8 calcium fluorescence, potentiator mode; 0% = oxytocin EC15, 100% = EC100; activation, % at 3 µM; 0.061% of 320,000 active; AID 2445, 2010;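 active = activation above that plate's cutoff, the mean activation of tested compounds plus 3 SD, cut at about 6.6% in these data, passing the limit was not always enough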;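 also: 100% uses oxytocin at 75 nM as the full agonist control; some results filed as inactive read as strong as hits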
# Target sequence (P30559 whole entry, looked up): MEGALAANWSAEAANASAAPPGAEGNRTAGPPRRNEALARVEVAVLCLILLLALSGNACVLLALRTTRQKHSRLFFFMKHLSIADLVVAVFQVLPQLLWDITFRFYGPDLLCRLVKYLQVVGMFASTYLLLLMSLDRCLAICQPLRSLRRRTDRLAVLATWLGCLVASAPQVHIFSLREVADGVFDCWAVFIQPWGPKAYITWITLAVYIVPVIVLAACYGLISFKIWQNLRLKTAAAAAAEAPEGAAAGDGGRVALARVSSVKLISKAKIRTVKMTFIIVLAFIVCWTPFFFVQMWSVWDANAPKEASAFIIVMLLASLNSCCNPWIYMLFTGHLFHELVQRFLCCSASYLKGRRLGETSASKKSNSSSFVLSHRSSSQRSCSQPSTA
#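 System: human OTR in CHO cells / Also added: sub-maximal oxytocin, roughly EC15 / Control set: EC15 oxytocin low, 75 nM oxytocin high / Schedule: 6 min compound pre-incubation at room temperature, 100 s kinetic read / Compound: single-point 3.0 µM / Replication: singlicate / Technique: Fluo-8 calcium dye fluorescence / Read-out basis: % activation of max/min ratio relative to oxytocin controls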
# CHO parental Ca: ATP-evoked calcium signal inhibitors, parental CHO, primary screen, counter-screen for OX1R antagonist project, cell-based, fluorescence, Fluo-8 calcium dye; inhibition, % at 5.6 µM; parental CHO-K1, ATP-induced calcium, Fluo-8 fluorescence; AID 463079, 2010; 0.63% of 330,000 active;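 active = inhibition above that plate's mean sample inhibition plus 3 SD, cut at about 26% in these data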;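 also: 0% = ATP-challenged DMSO wells and 100% = DMSO wells without ATP; some compounds past the cut are filed as inactive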
#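 Test system: untransfected parental CHO cell line. Compound: one dose, 5.6 µM nominal. Detection: intracellular calcium via Fluo-8 no-wash fluorescent dye. Measure: % inhibition. Benchmarks: ATP-challenged DMSO wells low, unchallenged DMSO wells high.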
# M1 ag: human M1 muscarinic receptor agonists, primary screen, Fluo-8 calcium fluorescence, CHO-K1 cells, HTS. AID 588814, 2011. CHO-K1 hM1, agonist mode; 0% DMSO, 100% acetylcholine EC100. activation, % at 3 µM. 0.33% of 360,000 active. Muscarinic acetylcholine receptor M1 (Homo sapiens), P11229;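 active = activation above the run's mean compound activation plus 3 SD, cut at about 16% in these data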;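 also: peak over basal fluorescence ratio within a 140 s kinetic read after compound addition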
# OXTR ag: human OXTR agonists, primary screen, fluorescence, CHO-OTR cells, Fluo-8 calcium; Fluo-8 calcium fluorescence; normalized: DMSO 0%, oxytocin 100%; 0.32% of 320,000 active; Oxytocin receptor (Homo sapiens), P30559; AID 2435, 2010; activation, % at 3 µM;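 active = activation above the mean of all tested compounds plus 3 SD, cutoff set per screening run, cut at about 20% in these data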;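 also: peak over basal fluorescence ratio from a 100 s FLIPR kinetic read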
# TAAR1 antagonist: human TAAR1 antagonists, primary screen, Fluo-8 calcium fluorescence, CHO RD-HGA16 cells. Trace amine-associated receptor 1 (Homo sapiens), Q96RJ0. antagonist. inhibition, % at 3 µM. 1.5% of 360,000 active;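 active = inhibition above a per-plate cutoff, the mean inhibition of test compounds on that plate plus 3 SD, cut at about 49% in these data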;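 also: 0% = DMSO plus EC80 beta-PEA response and 100% = DMSO alone without agonist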
#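 Test system – hTAAR1-expressing CHO RD-HGA16 cells, Gα16-coupled · Reagent – β-PEA at EC80 concentration, post-compound challenge · Compound dosing – 3 µM, single point · Timing – 140 s kinetic read after compound, 140 s after agonist · Detection – Fluo-8 intracellular calcium dye fluorescence, real-time kinetic reads · Control set – DMSO and EC80 PEA controls · Repeats – n of 1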
# M1 antag: human M1 muscarinic receptor antagonists, primary screen, CHO-K1 cells, Fluo-8 calcium fluorescence, 1536-well; CHO-K1 hM1, ACh EC80 antagonist; inhibition, % at 3 µM; 1.3% of 360,000 active;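 active = percent inhibition above its own plate's cutoff, namely the mean of that plate's compound wells plus 3 SD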;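 also: peak over basal fluorescence ratio during 140 s after agonist addition; 0% = ACh EC80 plus DMSO and 100% = DMSO alone without agonist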
# TAAR1 ag: human TAAR1 agonists, primary screen, Fluo-8 calcium fluorescence, CHO RD-HGA16 cells | activation, % at 3 µM | 0.99% of 360,000 active | AID 624467, 2012 | vehicle wells 0%, saturating PEA agonist 100% | Trace amine-associated receptor 1 (Homo sapiens), Q96RJ0;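 active = activation above the mean activation of all test compounds in the run plus 3 SD, cut at about 38% in these data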
#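 Signal – calcium-sensitive Fluo-8 signal, excitation 470-495, emission 515-575 nm · System – RD-HGA16 (CHO) cells co-expressing Gα16 and hTAAR1 · Incubation – 17-24 h seeding, 75 min 37 °C dye, 30 min RT · Compound dosing – 3 µM single concentration · Repeats – no replicates (n 1)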
# V1aR counter: agonists of human V1a receptor, primary screen, counter-screen for OXTR agonist project, fluorescence, CHO-V1R cells; 0.25% of 320,000 active; activation, % at 3 µM; Fluo-8 calcium fluorescence, agonist mode; 0% DMSO, 100% 3 nM vasopressin; AID 2797, 2010;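 active = activation above the mean activation of all tested compounds plus 3 SD, per screening run, cut at about 20% in these data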;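 also: signal is peak over basal fluorescence ratio across a 100 second FLIPR read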
# Target sequence (P37288 whole entry, looked up): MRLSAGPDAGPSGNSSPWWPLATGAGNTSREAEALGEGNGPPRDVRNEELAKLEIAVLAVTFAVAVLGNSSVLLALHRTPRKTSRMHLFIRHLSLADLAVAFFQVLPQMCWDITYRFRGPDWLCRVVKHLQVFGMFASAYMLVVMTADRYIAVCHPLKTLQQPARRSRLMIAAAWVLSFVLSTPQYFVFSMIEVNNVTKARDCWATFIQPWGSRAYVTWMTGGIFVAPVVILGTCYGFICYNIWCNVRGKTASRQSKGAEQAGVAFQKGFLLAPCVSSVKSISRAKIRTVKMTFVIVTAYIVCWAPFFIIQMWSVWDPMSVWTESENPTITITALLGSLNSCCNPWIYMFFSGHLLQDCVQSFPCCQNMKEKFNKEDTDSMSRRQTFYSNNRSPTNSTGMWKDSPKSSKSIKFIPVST
# M1 PAM: human M1 muscarinic receptor positive allosteric modulators, primary screen, CHO-K1 cells, Fluo-8 calcium fluorescence, 1536-well; 0.088% of 360,000 active; CHO-K1 hM1, ACh EC20; 0% = ACh EC20, 100% = maximal ACh; activation, % at 3 µM; in the data active = activation above about 19%, passing the limit was not always enough
# Active calls of the source: *; / = not tested or not shown. An unsorted share of the library; 3.7% or so of the library scored in one or more.
1. COC/C=C/C1=CC2=CC(=O)C(C)(OC(=O)c3cnc4ccccc4n3)C(=O)C2=CN1c1ccccc1 (stereo not drawn)
2. Fc1ccc(/C=N/NC2=Nc3cccc4cccc2c34)cc1
3. CC(C)C(C(=O)NCC1CCCO1)N(C(=O)CNS(=O)(=O)c1ccccc1)C1CCCCC1 (stereo not drawn)
4. O=C(CCC(=O)c1ccc(Oc2ccccc2)cc1)Nc1cccc(Cl)c1
5. C=CCN(C(=O)Nc1ccccc1)C1CC(=O)N(c2ccc(OC)cc2)C1=O (stereo not drawn)
6. O=C(NCCCN1CCCC1=O)c1cc(-c2ccc(F)cc2)nc2ccccc12
7. N=C1/C(=C/c2ccc(-c3cccc(C(=O)O)c3)o2)C(=O)N=C2SC(CC(=O)N3CCOCC3)=NN12
8. CC1CC(C(F)(F)F)n2ncnc2N1 (stereo not drawn)
9. COc1ccccc1NC(=O)CCSc1nnc(-c2ccc(O)cc2)o1
10. Cc1ccc(S(=O)(=O)/N=C2\C=C(Nc3cccc(C(=O)O)c3)C(=O)c3ccccc32)c(C)c1
Screen / compound no.,1,2,3,4,5,6,7,8,9,10
OXTR potentiator,2,-1,-5,-11,-2,-6,5,-16,-15,-8
CHO parental Ca,-5,-28,-29,-6,-8,-18,-12,2,-7,-20
M1 ag,/,-8,0,-7,-4,-3,2,-2,-3,-7
OXTR ag,-0.3,-2.5,-0.1,1.8,-0.8,-0.8,-0.7,0.9,8.5,-1.3
TAAR1 antagonist,6,4,-8,16,4,33,-16,-25,-18,0
M1 antag,/,10,0,3,-5,6,-5,-20,3,9
TAAR1 ag,2,4,3,0,2,10,0,5,7,1
V1aR counter,-0.3,0.5,0.4,2.4,-0.4,-0.1,1.4,0.5,4.2,0.6
M1 PAM,/,-4,0,-1,3,-5,14,11,-4,2

11. COC(=O)c1cc(C#N)c(N2CCN(C)CC2)nc1C
12. O=C(Nc1ccc(F)cc1F)N1CCCC(c2nc(-c3ccc(F)cc3)no2)C1 (stereo not drawn)
13. COC(=O)c1cc(C(=O)N2CCc3ccccc32)cc([N+](=O)[O-])c1
14. O=C(O)c1ccccc1Nc1cccc(C(F)(F)F)c1
15. O=C(Cn1cc2c(n1)CCCCC2)Nc1c(F)c(F)cc(F)c1F
16. COC(=O)CN1C(=O)C(O)(CC(=O)c2ccccc2)c2ccccc21 (stereo not drawn)
17. Cc1cc(Br)ccc1NC(=O)CN1C(=O)C2CC=CCC2C1=O (stereo not drawn)
18. c1ccc2[nH]c(NCCN3CCOCC3)nc2c1
19. Cc1onc(-c2ccccc2)c1C(=O)Nc1nnc(CC(C)(C)C)s1
20. O=C(Nc1cc([N+](=O)[O-])ccc1F)c1ccc2c(c1)OCCO2
Screen / compound no.,11,12,13,14,15,16,17,18,19,20
OXTR potentiator,1,-2,6,1,-6,-13,1,-6,-9,7
CHO parental Ca,0,-19,-21,-12,-10,2,-19,6,-20,-4
M1 ag,-6,-10,-5,-3,0,-2,-6,-4,-7,-6
OXTR ag,0.0,-1.9,-1.5,0.5,-0.3,0.6,0.4,1.3,-1.6,-0.3
TAAR1 antagonist,-3,-6,-31,-11,-20,-5,1,-12,-10,-8
M1 antag,-3,-5,-8,-14,-16,-2,-6,-3,2,-6
TAAR1 ag,12,5,0,-1,-1,2,6,1,-1,3
V1aR counter,0.8,1.1,-0.7,1.0,-0.9,0.3,0.4,1.6,4.7,0.0
M1 PAM,1,9,4,-7,1,3,9,4,-6,3

21. Cc1cccc(-n2cc[nH]c2=S)c1
22. CCC1CCCCN1CCCNC(=O)c1cc2c(=O)oc3ccc(C)cc3c2s1 (stereo not drawn)
23. Cc1ccc2[nH]c(O)c(N=Nc3nc4ccccc4s3)c2c1
24. CCCN(Cc1cc2cccc(C)c2[nH]c1=O)C(=O)c1cccc(OC)c1
25. Cn1c(SCC(=O)Nc2ccc(NC(=O)c3ccccc3)cc2)nnc1-c1ccncc1
26. CCCc1cc(=O)[nH]c(SCC(=O)Nc2sc(C(N)=O)c(C)c2C(=O)OCCOC)n1
27. O=C(NCCCN1CCOCC1)c1ccc(S(=O)(=O)Nc2ccccc2F)cc1
28. CCOC(=O)N1CCC(N2Cc3cccc(C(=O)NCc4ccc(C)cc4)c3C2=O)CC1
29. COc1ccccc1NC(C)C(=O)N/N=C/c1cccs1 (stereo not drawn)
30. CCOc1ccc(CCNC(=O)COC(=O)CCS(=O)(=O)c2ccc(C)cc2)cc1OCC
Screen / compound no.,21,22,23,24,25,26,27,28,29,30
OXTR potentiator,-3,-6,-1,-20,0,0,-2,-3,-2,-7
CHO parental Ca,-5,-30,-10,-18,0,-3,-9,-10,-10,-24
M1 ag,-6,-6,-3,-1,-2,-7,-9,-3,-7,-2
OXTR ag,0.5,-0.7,0.4,0.1,0.3,0.2,0.7,-0.4,0.4,-0.5
TAAR1 antagonist,-8,1,13,-6,6,-9,-11,-7,15,4
M1 antag,0,10,-18,-2,-5,-17,15,-7,6,-20
TAAR1 ag,4,3,0,5,-5,22,1,1,3,-1
V1aR counter,0.3,0.6,0.4,2.8,0.9,0.4,-0.1,0.1,0.6,-0.6
M1 PAM,1,-7,11,3,6,13,-6,-1,-3,8

# Pulled by compound from above, 5 records:
28. CCOC(=O)N1CCC(N2Cc3cccc(C(=O)NCc4ccc(C)cc4)c3C2=O)CC1
22. CCC1CCCCN1CCCNC(=O)c1cc2c(=O)oc3ccc(C)cc3c2s1 (stereo not drawn)
25. Cn1c(SCC(=O)Nc2ccc(NC(=O)c3ccccc3)cc2)nnc1-c1ccncc1
29. COc1ccccc1NC(C)C(=O)N/N=C/c1cccs1 (stereo not drawn)
30. CCOc1ccc(CCNC(=O)COC(=O)CCS(=O)(=O)c2ccc(C)cc2)cc1OCC
Screen / compound no.,28,22,25,29,30
OXTR potentiator,-3,-6,0,-2,-7
CHO parental Ca,-10,-30,0,-10,-24
M1 ag,-3,-6,-2,-7,-2
OXTR ag,-0.4,-0.7,0.3,0.4,-0.5
TAAR1 antagonist,-7,1,6,15,4
M1 antag,-7,10,-5,6,-20
TAAR1 ag,1,3,-5,3,-1
V1aR counter,0.1,0.6,0.9,0.6,-0.6
M1 PAM,-1,-7,6,-3,8

# Next section.
31. COc1ccccc1CCNC(=O)C(=O)NCC1OCCN1S(=O)(=O)c1ccccc1 (stereo not drawn)
32. CCCn1c(C(=O)OC)cc2c1ccn2-c1ccc(F)cc1
33. COc1ccc(NC(=O)NN2CCN(C)CC2)c(OC)c1
34. COc1ccc(CNC(=S)N/N=C(\C)c2ccc(OC)cc2)cc1
35. COc1ccccc1CN(C)CC(=O)Nc1cccc(S(=O)(=O)N2CCCC2)c1
36. Nc1nc(N2CCN(C(c3ccccc3)c3ccccc3)CC2)n[nH]1
37. COc1ccccc1N1C(=O)C2C3C=CC(C3)C2(C)C1=O (stereo not drawn)
38. CCCn1nnnc1NCc1cccc(OC)c1OCC
39. O=C(CSc1nnc(NC2CC2)s1)Nc1ccc(N2CCOCC2)cc1
40. Cc1ccc(NC2=C/C(=N/S(=O)(=O)c3cccs3)c3ccccc3C2=O)cc1C
Screen / compound no.,31,32,33,34,35,36,37,38,39,40
OXTR potentiator,-5,3,2,-2,-1,0,0,-11,-3,-5
CHO parental Ca,-5,-52,-12,-12,-33,-17,-13,-10,-7,-11
M1 ag,-8,2,0,0,-4,-15,-2,-2,-4,-5
OXTR ag,-1.1,18,0.1,0.5,2.6,-1.3,0.2,-0.3,2.9,0.0
TAAR1 antagonist,5,-38,-33,-10,-14,4,-8,-27,-11,-7
M1 antag,-4,-1,-13,-17,-19,10,1,-7,-4,-5
TAAR1 ag,47*,29,1,9,4,9,-1,3,0,1
V1aR counter,-0.4,10,0.4,0.8,3.5,0.1,0.7,0.4,3.1,-0.5
M1 PAM,3,11,14,11,5,-27,3,6,4,7

41. COc1ccc(-c2onc(C)c2-c2cnn(-c3ccccc3)c2)c(O)c1C
42. CCOc1ccc(N=C/C=C/c2ccccc2)c(O)c1
43. COCCN(Cc1ccccc1)C(=O)c1cccc(S(=O)(=O)N2CCN(c3ccccc3)CC2)c1
44. Cc1ccc(CC(=O)N2CCN(S(=O)(=O)c3ccccc3)CC2)cc1C
45. CCn1c(C)nc2cc(C(=O)NNS(=O)(=O)c3c(F)cc(F)c(Cl)c3F)ccc21
46. CC(C)(C)n1cnc2cc(NS(=O)(=O)c3ccccc3)ccc21
47. O=c1[nH]nc(SCc2nc3ccccc3s2)n1C1CC1
48. O=C(c1cccc(S(=O)(=O)N2CCOCC2)c1)N1CCN(S(=O)(=O)c2cccs2)CC1
49. COc1ccc(C2CC(c3ccccc3)=NN2C(=S)Nc2ccccc2)cc1 (stereo not drawn)
50. O=c1[nH]c2ccc([N+](=O)[O-])cc2[nH]1
51. Cc1nccn1CC(=O)N/N=C/c1cccc(O)c1
52. CS(=O)(=O)N(Cc1ccccc1)c1ccc(C(=O)NC2CCCCC2O)cc1 (stereo not drawn)
Screen / compound no.,41,42,43,44,45,46,47,48,49,50,51,52
OXTR potentiator,-1,2,-9,-2,-3,-14,2,-1,-13,/,1,1
CHO parental Ca,-13,-14,-23,-11,-7,-4,-11,-12,-15,/,-3,-14
M1 ag,-7,-4,-4,-3,-3,-3,-2,-7,-3,3,-5,-1
OXTR ag,-1.6,1.0,-1.6,-0.6,0.3,3.7,0.7,1.5,-0.9,/,0.6,1.2
TAAR1 antagonist,-4,-1,13,-3,-22,12,-4,-18,-18,6,-28,14
M1 antag,-8,-19,-9,-5,5,21,-6,-9,9,-19,-7,6
TAAR1 ag,-1,0,0,0,1,4,7,1,1,1,4,5
V1aR counter,-1.4,0.7,1.6,-1.1,1.4,5.2,0.6,0.4,0.6,/,-0.2,0.7
M1 PAM,4,20,1,11,8,-13,6,8,3,15,8,2
